Bioassay records: PubChem BioAssay, National Center for Advancing Translational Sciences (NCATS)
JMJD2A Tudor inh – JMJD2A Tudor domain (human) inhibition; hit rate 4.4% among 390,000; O75164; Potency, µM (doses to about 114 µM), for inactives: at the highest dose activity change, negative = inhibition, actives largely listed as inhibitors; AlphaScreen JMJD2A-Tudor / H3K4me3 peptide binding; also: potency is read from the fitted curve at half-maximal effect; % is scaled to controls: 0 for no effect and ±100 for the full control effect; nearly all actives have a fitted effect of over 50% in size
12-LOX inh – blocks human arachidonate 12S-lipoxygenase | P18054 | purified 12hLO, xylenol orange hydroperoxide absorbance | Potency, µM (highest dose often 108 µM), inactives show at the highest dose activity change, negative = inhibition, usual class: inhibitors | hit rate 1.1% among 580,000; also: potency is read from the fitted curve at half-maximal effect; % is scaled to controls: 0 for no effect and ±100 for the full control effect
Target sequence (P18054 whole entry, looked up): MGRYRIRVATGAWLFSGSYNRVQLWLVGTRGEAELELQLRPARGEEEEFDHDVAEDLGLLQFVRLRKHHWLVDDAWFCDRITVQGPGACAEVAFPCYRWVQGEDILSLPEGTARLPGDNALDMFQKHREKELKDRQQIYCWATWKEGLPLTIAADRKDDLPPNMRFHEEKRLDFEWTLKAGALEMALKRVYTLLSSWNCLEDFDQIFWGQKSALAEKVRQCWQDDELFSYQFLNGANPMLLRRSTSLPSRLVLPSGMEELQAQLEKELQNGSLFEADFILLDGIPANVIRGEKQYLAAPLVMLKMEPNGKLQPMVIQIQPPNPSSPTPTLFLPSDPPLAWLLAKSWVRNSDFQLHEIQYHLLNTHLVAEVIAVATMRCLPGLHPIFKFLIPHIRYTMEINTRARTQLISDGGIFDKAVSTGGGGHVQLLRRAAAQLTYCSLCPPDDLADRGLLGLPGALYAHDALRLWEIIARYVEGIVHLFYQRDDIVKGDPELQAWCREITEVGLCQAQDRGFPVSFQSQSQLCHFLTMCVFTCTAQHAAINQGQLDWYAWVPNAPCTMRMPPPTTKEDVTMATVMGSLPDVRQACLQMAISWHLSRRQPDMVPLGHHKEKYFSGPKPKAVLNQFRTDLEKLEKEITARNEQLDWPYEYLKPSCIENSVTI
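Purified human 12hLO (150 nM final) in 25 mM Hepes, 0.01% Triton X-100, pH 7.0 was preincubated 15 min at room temperature with compound. Then 40 uM arachidonic acid was added, 30 min. Hydroperoxide was read by Fe-XO absorbance ratio 573/405 nm.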
GLS inhibitor – inhibitors of human glutaminase (GLS); O94925; GLS enzymatic activity, qHTS titration; Potency, µM (doses to about 45.5 µM), without a hit: top-dose activity change, negative = inhibition, hits mostly inhibitors; hit rate 0.21% among 410,000; also: potency is read from the fitted curve at half-maximal effect; % is scaled to controls: 0 for no effect and ±100 for the full control effect
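hKGA in 45 mM KH2PO4 pH 8.2, 0.02% Tween-20 with pin-transferred compounds; 1 mM L-glutamine (stock) plus glutamate oxidase/HRP/Amplex Red coupling added. Fluorescence read initially and after 30 min at RT.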
ERG-DNA inh – blocks human ERG Ets domain binding to DNA | P11308 | fluorescence polarization, His-ERG Ets domain / labelled DNA | Potency, µM (series often up to 76.9 µM), inactives show at the top dose FP activity, negative = inhibition, hits mostly inhibitors | hit rate 0.028% among 370,000; active = well fitted inhibition curve with a large enough effect in the polarisation, with a control signal flat; inconclusive = small, poorly fitted or top-dose-only effect, or effect the other way, or a change in a side signal; inactive = no such curve, though single readings can be large or run the other way; the % refers to the polarisation;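 also: polarization taken with two DNA probes labelled with fluorescein and Texas red; potency is read from the fitted curve at half-maximal effect; % of control where 0% means no effect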
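His-tagged ERG Ets domain (1 uM in the protein solution; 300mM KCl, 50mM Tris-HCl, 1mM EDTA, 1mM DTT, pH 7.5) received compound, then a probe mix of 5 nM fluorescein-DNA and 100nM Texas-615-DNA. Fluorescence polarization was read for both dyes.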
BAZ2B block – BAZ2B (human) inhibition. hit rate 4.4% among 360,000. AlphaScreen BAZ2B-H3K14Ac peptide displacement. Potency, µM (doses to about 114 µM), for inactives: top-dose activity change, negative = inhibition, actives largely listed as inhibitors; also: potency is read from the fitted curve at half-maximal effect; % is scaled to controls: 0 for no effect and ±100 for the full control effect; nearly all actives have a fitted effect of over 60% in size
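AlphaScreen displacement of biotin-H3(5-23)K14Ac peptide (50 nM final) from BAZ2B (50 nM final) in PBS pH 7.4, 0.01% Tween-20; complex preformed 30 min RT, then compounds (top 110 uM) 30 min RT, beads 20 min dark.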
RGS4 inh – blocks human RGS4-accelerated GTP hydrolysis. AID 504845. hit rate 0.039% among 390,000. Transcreener GDP fluorescence polarization, RGS4-accelerated GTP hydrolysis. P49798. Potency, µM (series often up to 114 µM), for the others: top-dose activity change, negative = inhibition, actives largely listed as inhibitors; also: potency is read from the fitted curve at half-maximal effect; % is scaled to controls: 0 for no effect and ±100 for the full control effect; nearly all actives have a fitted effect of over 75% in size; some results filed as inactive show a strong effect at the top dose
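MLSMR compounds (23 nl, pin-transferred) preincubated 10 min at room temperature with a 500nM (2x) first reagent, then RGS4 at 900nM (2x) plus Transcreener GDP mix added; fluorescence polarization (620/688 nm) read before and after 90 min at 30 °C.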
HP1b binding inh – blocks HP1-beta chromodomain binding to methylated histone tails; AlphaScreen HP1-beta / biotin-H3K9me3 peptide binding; hit rate 0.56% among 390,000; AID 540317; Potency, µM (series often up to 114 µM), without a hit: at the highest dose activity change, negative = inhibition, hits mostly inhibitors; also: potency is read from the fitted curve at half-maximal effect; nearly all actives have a fitted effect of over 70% in size; inactives centre near 23
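Compound inhibition of the preformed complex between 50 nM HP1-beta and 50 nM biotinylated H3K9me3 peptide was read by AlphaScreen. Buffer was PBS pH 7.4 with 0.01% Tween-20. Incubations ran 30 min at room temperature, with 10 ug/mL donor/acceptor beads.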
PI4K2A inh – inhibitors of human PI4K2A; purified PI4K2A, ADP-Glo luminescence, 1 h; hits give low values; activity change, negative = inhibition, % at 76.9 µM; hit rate 0.13% among 420,000; AID 1346378; in the data active = activity change below about -50%; inconclusive = mostly about -30% to -49%;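 also: -100% = wells without enzyme as full effect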
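Compounds are screened against recombinant PI4K2A using PI as substrate and ATP, the latter dispensed at 300 microM. Reactions run one hour at ambient temperature before ADP-Glo detection; full inhibition defined by wells lacking enzyme.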
G9a block – G9a (human) methyltransferase inhibition. Q96KQ7. G9a H3K9 monomethylation, AlphaScreen, 2 h. Potency, µM (highest dose often 102 µM), for inactives: top-dose activity, negative = inhibition, hits mostly inhibitors. hit rate 8.8% among 350,000; also: potency is read from the fitted curve at half-maximal effect; % is scaled to controls: 0 for no effect and ±100 for the full control effect; nearly all actives have a fitted effect of over 75% in size
Target sequence (Q96KQ7 913-1193 limits assumed): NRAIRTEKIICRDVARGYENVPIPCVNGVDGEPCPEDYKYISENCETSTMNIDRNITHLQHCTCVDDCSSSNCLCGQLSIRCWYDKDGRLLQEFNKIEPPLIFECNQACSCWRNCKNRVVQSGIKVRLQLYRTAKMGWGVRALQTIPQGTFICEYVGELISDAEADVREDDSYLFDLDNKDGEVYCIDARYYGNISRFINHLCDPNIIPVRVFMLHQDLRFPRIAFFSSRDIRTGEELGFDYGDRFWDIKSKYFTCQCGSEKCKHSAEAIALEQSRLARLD
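Compounds were preincubated with 20 nM G9a for 15 min, after which biotinylated H3K9 peptide (500 nM) and SAM (20 uM) started a 2 h room-temperature reaction. Monomethylated product was quantified by antibody-based AlphaScreen chemiluminescence.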
Numbers without * were called inactive; [ ] = dose if it differs, or a comment. Unless noted, calls follow the shape of the dose curve; as a rule, active = well fitted curve in the direction sought with a large enough effect; inconclusive = small, poorly fitted or top-dose-only effect, or another doubt; inactive = no such curve, though single readings can be large; an effect the other way counts as inactive or inconclusive. This is a subset; the hit share may differ from the screen's.

Results for COc1ccc(NC(=O)COC(=O)C2CCN(S(=O)(=O)c3cccs3)CC2)cc1OC ?
JMJD2A Tudor inh: -10%; 12-LOX inh: -2%; GLS inhibitor: -14%; ERG-DNA inh: -11%; RGS4 inh: -11%; HP1b binding inh: 11%; PI4K2A inh: -6

What do the screens show for `CCOC(=O)C1=C(N)N2C(=O)C(C)SC2=C(C(=O)OC)C1c1ccccc1OC` (stereo not drawn)?
JMJD2A Tudor inh: -28%; 12-LOX inh: -7%; GLS inhibitor: 31%; ERG-DNA inh: -6%; BAZ2B block: -33%; RGS4 inh: 2%; HP1b binding inh: 7%; PI4K2A inh: 6; G9a block: -1%[59 µM]

How did CCOC(=O)CNC(=O)CSc1nc(NCc2ccccc2)nc(N(C)C)n1 do in these assays?
JMJD2A Tudor inh: -2%; 12-LOX inh: 0%; GLS inhibitor: -1%; ERG-DNA inh: -1%; BAZ2B block: -5%; RGS4 inh: 0%; HP1b binding inh: 22%; PI4K2A inh: -3; G9a block: 14%[12.7 µM]

What do the screens show for `Cc1ccc(NC(=O)NN2CCN(C)CC2)cc1C`?
JMJD2A Tudor inh: -1%; 12-LOX inh: 6%; GLS inhibitor: 3%; ERG-DNA inh: 9%; BAZ2B block: -4%; RGS4 inh: -22%; HP1b binding inh: 49%[activator]; PI4K2A inh: -1; G9a block: 21%

What do the screens show for `COc1ccccc1CNC(=O)C1(NC(=O)Nc2ccc(C)cc2)CCCCC1`?
JMJD2A Tudor inh: -9%; 12-LOX inh: 0%; GLS inhibitor: 11%; ERG-DNA inh: -6%; RGS4 inh: 21%; HP1b binding inh: 9%; PI4K2A inh: 0; G9a block: 9%

How did O=C(CN1CCN(C(=O)c2ccccc2F)CC1)Nc1ccc(Br)cc1 do in these assays?
JMJD2A Tudor inh: -13%[11.4 µM]; 12-LOX inh: 0%; GLS inhibitor: -17%; ERG-DNA inh: -1%; BAZ2B block: -4%; RGS4 inh: 1%[11.4 µM]; HP1b binding inh: 52%[activator]; PI4K2A inh: -5; G9a block: -22%

How did COc1cc2[nH]c(C(=O)N3CCc4ccccc43)cc2c(OC)c1OC do in these assays?
JMJD2A Tudor inh: -31%; 12-LOX inh: 0%; GLS inhibitor: 7%; ERG-DNA inh: 7%; BAZ2B block: -25%; RGS4 inh: 34%; HP1b binding inh: 16%; PI4K2A inh: -2; G9a block: -31%

What do the screens show for `Cc1nn(CCCC(=O)NCCCN2CCN(C)CC2)c(=O)c2c1sc1ccccc12`?
JMJD2A Tudor inh: -1%; 12-LOX inh: -32%; GLS inhibitor: -25%; ERG-DNA inh: 5%; BAZ2B block: -3%; RGS4 inh: -12%; HP1b binding inh: 28%; PI4K2A inh: 6; G9a block: -14%

What do the screens show for `Cc1cnc(C(=O)Nc2ccc(C)c(S(=O)(=O)N(C)C)c2)cn1`?
JMJD2A Tudor inh: 50µM*; 12-LOX inh: -1%; GLS inhibitor: -19%; ERG-DNA inh: 0%; BAZ2B block: 16%; RGS4 inh: inconclusive; HP1b binding inh: -3%; PI4K2A inh: 0; G9a block: 23%[59 µM]

How did COc1ccc(CNc2nc3nc(C)c(Cl)c(=O)n3[nH]2)cc1 do in these assays?
JMJD2A Tudor inh: -3%[11.4 µM]; 12-LOX inh: inconclusive; GLS inhibitor: -3%; ERG-DNA inh: 7%; BAZ2B block: -19%; RGS4 inh: 10%[11.4 µM]; HP1b binding inh: 84%[activator]; PI4K2A inh: 0; G9a block: 56µM*

Results for Cc1ccc(S(=O)(=O)NOCc2ccccc2)cc1 ?
JMJD2A Tudor inh: 4%; 12-LOX inh: -47%; GLS inhibitor: 5%; ERG-DNA inh: -18%; RGS4 inh: -25%; HP1b binding inh: 47%[activator]; PI4K2A inh: 2

Results for Cc1cc(=O)n2c(n1)NC(=NCc1ccccc1)NC2c1ccccc1 (stereo not drawn) ?
JMJD2A Tudor inh: -10%; 12-LOX inh: 81%[activator]; GLS inhibitor: 5%; ERG-DNA inh: 4%; BAZ2B block: -2%; RGS4 inh: 15%; HP1b binding inh: 11%; PI4K2A inh: 0

What do the screens show for `CCCC[n+]1c2ccccc2cc2ccccc21`?
JMJD2A Tudor inh: 40µM*; 12-LOX inh: 8.9µM*; GLS inhibitor: 5.6µM*; ERG-DNA inh: 1%; BAZ2B block: 56µM*; RGS4 inh: inconclusive; HP1b binding inh: 24%; PI4K2A inh: 25; G9a block: 1.3µM*

How did C=CCSc1nnc2nc3c(nn12)c1cc(C)ccc1n3CC=C do in these assays?
JMJD2A Tudor inh: -30%; 12-LOX inh: 0%; GLS inhibitor: -2%; ERG-DNA inh: 2%; BAZ2B block: -31%; RGS4 inh: -17%; HP1b binding inh: 18%; PI4K2A inh: -5; G9a block: inconclusive

Results for CC(C)c1ccc(NC(=O)CN2C(=O)NC3(CCCCCCC3)C2=O)cc1 ?
JMJD2A Tudor inh: -8%; 12-LOX inh: -17%; GLS inhibitor: -7%; ERG-DNA inh: -2%; RGS4 inh: 16%; HP1b binding inh: 16%; PI4K2A inh: 1

What do the screens show for `COc1ccc(N2CCN(C(=O)COC(=O)COc3cc(C)cc(C)c3)CC2)cc1`?
JMJD2A Tudor inh: -33%; 12-LOX inh: -20%; GLS inhibitor: -33%; ERG-DNA inh: 7%; BAZ2B block: inconclusive; RGS4 inh: -7%; HP1b binding inh: -14%; PI4K2A inh: 3; G9a block: 32µM*

What do the screens show for `NC(=O)CSC1=Nc2ccccc2C2=NC(CCC(=O)NCc3ccc(F)cc3)C(=O)N12` (stereo not drawn)?
JMJD2A Tudor inh: -21%; 12-LOX inh: inconclusive; GLS inhibitor: 0%; ERG-DNA inh: -3%; BAZ2B block: 3%; RGS4 inh: 17%; HP1b binding inh: 64%[activator]; PI4K2A inh: -4; G9a block: inconclusive

Results for CCCCC(c1nnnn1CC1CCCO1)N1CCN(c2nc3ccccc3s2)CC1 (stereo not drawn) ?
JMJD2A Tudor inh: -18%[11.4 µM]; 12-LOX inh: inconclusive; GLS inhibitor: -25%; ERG-DNA inh: 1%; BAZ2B block: 50µM*; RGS4 inh: -23%[11.4 µM]; HP1b binding inh: 62%[activator]; PI4K2A inh: 0; G9a block: 28µM*

How did COc1ccc(C2C(C(C)=O)=C(O)C(=O)N2c2nccs2)cc1 (stereo not drawn) do in these assays?
JMJD2A Tudor inh: -2%; 12-LOX inh: inconclusive; GLS inhibitor: 9%; ERG-DNA inh: 1%; BAZ2B block: inconclusive; RGS4 inh: 6%; HP1b binding inh: 37%; PI4K2A inh: -2; G9a block: inconclusive

Results for COc1ccc(OC)c(N(CC(=O)NCc2ccccn2)S(C)(=O)=O)c1 ?
JMJD2A Tudor inh: -11%; 12-LOX inh: -30%; GLS inhibitor: 3%; ERG-DNA inh: -1%; BAZ2B block: -4%; RGS4 inh: 6%; HP1b binding inh: 51%[activator]; PI4K2A inh: 3; G9a block: -45%

Results for O=C(CNC(=O)c1cccs1)N/N=C/c1ccco1 ?
JMJD2A Tudor inh: 1%; 12-LOX inh: 1%; GLS inhibitor: -9%; ERG-DNA inh: -4%; BAZ2B block: 4%; RGS4 inh: 24%; HP1b binding inh: 39%; PI4K2A inh: 3; G9a block: 48%[activator]

How did CCOc1ccc(C(=O)NC2CCN(CC(=O)NCc3cccs3)CC2)cc1 do in these assays?
JMJD2A Tudor inh: -5%; 12-LOX inh: -3%; GLS inhibitor: 0%; ERG-DNA inh: 8%; BAZ2B block: -9%; RGS4 inh: -9%; HP1b binding inh: 36%; PI4K2A inh: 3; G9a block: 1%

What do the screens show for `Oc1cccc(-c2nc(-c3cccs3)c(-c3cccs3)[nH]2)c1`?
JMJD2A Tudor inh: inconclusive; 12-LOX inh: -5%; GLS inhibitor: 9%; ERG-DNA inh: 11%; BAZ2B block: 40µM*; RGS4 inh: 12%; HP1b binding inh: -2%; PI4K2A inh: 2; G9a block: inconclusive

Results for COC(=O)c1ccc(=O)n(-c2ccc(OC)cc2)c1 ?
JMJD2A Tudor inh: -9%; 12-LOX inh: 0%; GLS inhibitor: 16%; ERG-DNA inh: 13%; BAZ2B block: -3%; RGS4 inh: 22%; HP1b binding inh: 0%; PI4K2A inh: -8; G9a block: -16%

Results for COc1ccc(OC)c(NC(=O)c2c(NC(=O)CNCc3ccco3)sc3c2CCC3)c1 ?
JMJD2A Tudor inh: -32%; 12-LOX inh: 0%; GLS inhibitor: 10%; ERG-DNA inh: 1%; BAZ2B block: 24%; RGS4 inh: -12%; HP1b binding inh: 15%; PI4K2A inh: 4; G9a block: 32%[59 µM]

Results for COc1ccc(NS(=O)(=O)c2ccc(C)c(C(=O)NNC(=O)c3ccccc3O)c2)cc1 ?
JMJD2A Tudor inh: -26%; 12-LOX inh: -22%; GLS inhibitor: 24%; ERG-DNA inh: -3%; BAZ2B block: 5%; RGS4 inh: -5%; HP1b binding inh: 23%; PI4K2A inh: -6; G9a block: 9%
